esBAF inh: Bmi1 luciferase reporter increase in mESCs, primary screen, esBAF inhibitor project, mouse ES cells, Bmi1 luciferase knock-in, single point; 24 h; 100% = twice the neutral-well signal; reporter increase, % at 12.5 µM; hit rate 2% among 350,000; AID 602393, 2012; in the data active means activation above about 40%;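 further: 0% = median of the plate's neutral control wells and 100% = double that signal; a rise in the Bmi1 reporter signal indicates esBAF inhibition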
Cneo AK release: Cryptococcus neoformans cell lysis inducers, primary screen, AK release luminescence, single concentration. C. neoformans lysis, adenylate kinase release luminescence, 4 h; normalised: neutral wells 0, clomiphene wells 100. lysis activity, % at 15 µM. hit rate 0.2% among 360,000. AID 651654, 2012;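 active means mean lysis activity across replicates of at least 80%, whatever share of replicates individually reach that level; inactive means mean lysis activity below 80%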
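Material: C. neoformans cells; Schedule: 4 h static compound exposure, 37 °C, read 1 h post-reagent; Measured by: adenylate kinase release luminescence; Read-out: signal increase indicating cell lysis; Controls: Clomiphene as positive lysis control.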
miR-122 sensor: miR-122 Renilla sensor signal increase in Huh7, primary screen, miR-122 inhibitor project, cell-based, single point, plate reader; Huh7 miR-122 Renilla luciferase sensor, 48 h; neutral wells = 0, positive control = 100; activation (reporter increase), % at 12.5 µM; hit rate 0.3% among 340,000;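 active means mean replicate activation score at least 90 and every replicate individually at or above 90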;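 further: higher luciferase means less miR-122 activity so hits act as miR-122 inhibitors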
ERp5 inh: inhibitors of ERp5-driven insulin aggregation, primary screen, biochemical, turbidity, absorbance 650 nm, single point; Protein disulfide-isomerase A6 (Homo sapiens), Q15084; 90 min; inhibition, % at 9.99 µM; hit rate 0.05% among 350,000; AID 651711, 2012;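 active means mean replicate inhibition above about 25%, with every replicate also reaching it, limit read from the data, passing the limit was not always enough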
Target sequence (Q15084 whole entry, looked up): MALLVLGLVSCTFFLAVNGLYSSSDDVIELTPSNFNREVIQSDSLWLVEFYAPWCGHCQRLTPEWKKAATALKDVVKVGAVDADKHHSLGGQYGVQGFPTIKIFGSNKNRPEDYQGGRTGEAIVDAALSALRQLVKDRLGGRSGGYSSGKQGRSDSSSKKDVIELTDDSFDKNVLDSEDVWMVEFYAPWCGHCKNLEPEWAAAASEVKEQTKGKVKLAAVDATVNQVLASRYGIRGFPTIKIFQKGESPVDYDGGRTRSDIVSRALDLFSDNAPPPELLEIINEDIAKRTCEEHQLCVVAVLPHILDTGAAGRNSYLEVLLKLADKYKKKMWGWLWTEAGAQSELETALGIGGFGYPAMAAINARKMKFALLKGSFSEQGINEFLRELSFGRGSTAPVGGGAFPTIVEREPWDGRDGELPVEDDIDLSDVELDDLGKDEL
C2C12 statin: suppressors of statin myotoxicity in C2C12 myotubes, primary screen, cell-based, single point, plate reader. C2C12 myotubes + simvastatin, ATP luminescence, 48 h; scaled: DMSO 0, geranylgeraniol control 100. rescue of ATP level, % at 7.49 µM. hit rate 0.78% among 330,000. AID 602340, 2012;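 active means mean ATP rescue above about 67%, or every replicate alone reaching that limit, limit read from the data, passing the limit was not always enough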;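 further: myotubes were challenged with 10 µM simvastatin during compound exposure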
ARNT-TACC3 inh: disruptors of ARNT/TACC3 protein interaction, primary screen, biochemical, AlphaScreen, single concentration; Transforming acidic coiled-coil-containing protein 3 (Homo sapiens), Q9Y6A5; AlphaScreen His-ARNT PAS-B/GST-TACC3 binding, luminescence; TACC3 fragment carries E629A point mutation; inhibition, % at 9.99 µM; hit rate 0.66% among 390,000; AID 623870, 2012;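 active means mean inhibition of replicates at least 50% and at least half of replicates each reaching 50%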;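 further: 0% = complete ARNT plus TACC3 wells and 100% = ARNT alone without TACC3; many hits fall short of the cut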
SIRT5 block: SIRT5 desuccinylase inhibitors, primary screen, biochemical, fluorescence imaging, single point, set 5; inhibition, % at 15 µM; NAD-dependent protein deacylase sirtuin-5, mitochondrial (Homo sapiens), Q9NXA8; Purified SirT5, succinyl-peptide AMC, trypsin-coupled fluorescence; hit rate 1.1% among 330,000; in the data active means inhibition above about 15%
Target sequence (Q9NXA8 whole entry, looked up): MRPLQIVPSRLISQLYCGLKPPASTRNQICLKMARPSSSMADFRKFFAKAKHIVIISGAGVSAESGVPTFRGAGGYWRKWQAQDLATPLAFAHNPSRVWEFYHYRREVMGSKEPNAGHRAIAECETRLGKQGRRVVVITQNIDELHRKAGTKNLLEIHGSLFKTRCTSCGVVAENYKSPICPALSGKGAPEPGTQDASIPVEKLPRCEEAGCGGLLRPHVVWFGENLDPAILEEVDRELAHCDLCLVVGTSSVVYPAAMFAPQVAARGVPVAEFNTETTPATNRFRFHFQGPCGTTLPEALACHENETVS
Active calls of the source: *; / = not tested or not shown; [ ] = another dose, or the depositor's remark.

SMILES	esBAF inh	Cneo AK release	miR-122 sensor	ERp5 inh	C2C12 statin	ARNT-TACC3 inh	SIRT5 block
CCCN(C)C[C@H]1Oc2cc(C#Cc3ccccc3F)ccc2S(=O)(=O)N([C@H](C)CO)C[C@H]1C	-1	8	26[16.7 µM]	2	/	-1	-1
O=C(NCc1ccccn1)C(=O)NN=C1CCCCCCC1	/	/	/	3	/	-4	-1
COc1cccc(/C=N/NC(=O)c2ccc(N(C)S(=O)(=O)c3ccccc3)cc2)c1OC	5	1	2	-9	-4	/	-2
NC(=O)NC(CC(=O)NNC(=O)c1cccs1)c1ccc(Cl)cc1 (stereo unspecified)	-3	1	-8	1	5	2	1
Cc1noc(C)c1S(=O)(=O)N(C)C[C@H]1Oc2ccc(NC(=O)Nc3ccc(F)cc3)cc2CC(=O)N([C@@H](C)CO)C[C@@H]1C	-6	-1	6[16.7 µM]	0	-18	/	4
C/C(=N\NC(N)=S)c1ccncc1	/	-1	-2	2	/	16	-2
CNC[C@@H]1Oc2cc(C#C[C@H](C)O)ccc2S(=O)(=O)N([C@@H](C)CO)C[C@@H]1C	7	-7	-4[16.7 µM]	2	/	12	6
COc1ccc(C(=O)Nc2ccccc2C(=O)NC2CC2)c(OC)c1OC	3	0	1	4	2	/	/
CCN(Cc1ccccc1)S(=O)(=O)c1ccc(S(=O)(=O)N2CCN(CCC#N)CC2)cc1	-45	2	-5	-1	-3	/	/
COc1ccc(-c2[nH]ncc2CN2CCSCC2)c(OC)c1	/	/	/	0	/	-1	-2
CC1=CC(C)(C)N(C(=O)CSc2nncn2C)c2ccccc21	6	1	/	7	-4	-4	-1
Cc1ccc(N=C2CSC(=O)N2)cc1	5	-1	-2	2	-6	-4	-1
CN(C)C(=O)C1OC(C)(C)OC1C(=O)N(C)C (stereo unspecified)	-7	-3	-3	/	17	-30	/
COCCn1c(SCC(=O)Nc2ccc(Cl)cn2)nnc1-c1ccncc1	/	/	-1	1	/	-18	4
O=C(CCc1ccccc1)Nc1nccs1	15	-2	2	-1	2	6	-3
CCCCn1c(N)c(N(CCC(C)C)C(=O)c2cc(-c3ccco3)nc3ccccc23)c(=O)[nH]c1=O	-5	2	1	1	7	-4	-1
C[C@@H]1CCCCO[C@H](CN(C)C(=O)Nc2ccccc2)[C@@H](C)CN([C@H](C)CO)C(=O)c2cc(NS(=O)(=O)c3ccc(F)cc3)ccc2O1	-7	1	9[16.7 µM]	/	/	-12	/
O=C(O)c1cccc(NC(=S)NC(=O)c2cccc(OCc3ccccc3)c2)c1	27	0	-8	-2	-24	4	2
CN(C)N=Nc1nc2c(c(=O)n(C)c(=O)n2C)n1CC1CO1 (stereo unspecified)	/	0	-4	0	/	/	-1
COc1ccc(S(=O)(=O)Nc2ccc3c(c2)C(=O)N([C@@H](C)CO)C[C@H](C)[C@@H](CN(C)C(=O)Nc2cccc4ccccc24)O3)cc1	-2	-1	-4[16.7 µM]	7	32	-3	2
CCOCCCNC(=S)N1CCN(Cc2ccc3c(c2)OCO3)CC1	/	/	/	8	/	-3	-1
CO[C@H]1CN(C)C(=O)c2ccc(NS(=O)(=O)c3cn(C)cn3)cc2OC[C@@H](C)N(CC2CC2)C[C@@H]1C	-6	-10	/	4	-4	-10	1
Cc1cccc(N2CCN(C(=O)c3cccc(S(=O)(=O)N4CCOCC4)c3)CC2)c1C	-4	3	2	-1	2	3	-5
Cc1noc(C)c1S(=O)(=O)Nc1ccc2c(c1)CC(=O)N([C@H](C)CO)C[C@@H](C)[C@H](CN(C)Cc1ccccc1)O2	7	0	-7[16.7 µM]	-4	27	2	/
FC(F)(F)c1cc(-c2ccccc2)nc(N2CCCCC2)n1	-3	0	-3	/	/	-7	/

Next part
SMILES	esBAF inh	Cneo AK release	miR-122 sensor	ERp5 inh	C2C12 statin	ARNT-TACC3 inh	SIRT5 block
Cc1cc(F)ccc1S(=O)(=O)NCC(c1cccnc1)N1CCc2ccccc21 (stereo unspecified)	-4	-6	17	4	4	6	-2
CN(NC1OC(=O)c2ccccc21)c1ncc(Cl)cc1C(F)(F)F (stereo unspecified)	/	0	-3	2	/	/	-7
Cn1c(SCc2cccnc2)nc2c(c1=O)SCC2	/	/	/	6	/	0	2
Cn1nc(CC(=O)N2CCN(c3ccccc3)CC2)c2ccccc2c1=O	16	-1	344*	/	/	-1	/
Cc1ccc(C(=O)OCC(=O)Nc2ccccc2C(F)(F)F)cc1S(=O)(=O)N1CCCCC1	-9	0	3	-12	16	3	-1
O=C(CN(Cc1ccc(F)cc1)C(=O)CNS(=O)(=O)c1ccccc1)NCC1CCCO1 (stereo unspecified)	-7	4	-7	1	4	-5	-4
Cc1ccc(S(=O)(=O)C2(C(=O)Nc3ccc4c(c3)OCO4)CC2)cc1	-1	-3	-2	-1	17	0	/
CCc1ccc2c(c1)NC(=O)C2(C)Cc1ccccc1 (stereo unspecified)	6	0	-2	0	12	/	/
COc1cccc(C(=O)Nc2ccc3c(c2)OC[C@@H](C)N(CCc2ccccc2)C[C@@H](C)[C@H](OC)CN(C)C3=O)c1	64*	-1	/	-1	20	8	4
CC(=O)Nc1ccc(NC(=O)Cn2cnc3c(nnn3Cc3ccc(F)cc3)c2=O)cc1	/	2	/	4	/	-12	-1
O=C(CCCN1C(=O)NC2(CCCC2)C1=O)NCc1ccccc1	2	0	/	3	7	-8	-5
CC(=O)c1cccc(NC(=O)CC2SC(N3CCCCC3)=NC2=O)c1 (stereo unspecified)	-6	3	13	/	/	-21	/
CCOC(=O)C(C#N)=C1CCN(Cc2ccccc2)CC1	-6	5	-2	-4	-1	-7	0
NC(=O)c1ccc(NC(=O)COC(=O)/C=C/c2ccc(Br)o2)cc1	1	-1	5	2	10	-25	0
O=C(Cn1nnc(-c2cccs2)n1)N1c2ccccc2Sc2ccc(C(F)(F)F)cc21	2	16	7	/	7	-5	/
O=C(COCc1cc(-c2ccc3c(c2)OCO3)on1)N1CCN(c2ccccc2)CC1	-1	6	5	4	3	-1	2
OC[C@@H]1[C@H](c2ccc(C3=CCCCC3)cc2)[C@@H]2CN(CCC(F)(F)F)CCCCN12	-8	27	-1[16.7 µM]	-1	-25	20	2
CCN(CC)S(=O)(=O)c1ccc(OC(C)C)nc1	6	-1	/	/	8	-9	/
Cc1cc(C)n2nc(SCc3nnc(-c4cccs4)o3)nc2n1	/	/	/	0	/	-1	-1
COc1ccc(C(=O)NCC(=O)OCc2ccc(Br)cc2)cc1	-3	/	-10	3	-3	2	-2
C=CCN1C(=O)[C@@]2(O[C@@H](CCO)[C@H]([Si](C)(C)c3ccc(OC)cc3)[C@H]2C)c2cc(N3CCCCC3=O)ccc21	/	0	/	-2	/	-2	-2
Cc1sc2nc3ccc(N4CCCCC4)nn3c(=O)c2c1C	-5	-12	-17	/	113*	4	/
C[C@@H](NC(=O)[C@H]1[C@H](CO)[C@H]2Cn3c(ccc(-c4ccncc4)c3=O)[C@H]2N1C)c1ccccc1	4	-4	/	-1	21	-4	1
Cc1ccc(S(=O)(=O)NCCCCCC(=O)Nc2cccc(C)c2)cc1	0	-5	-3	/	9	6	/
Cc1noc(NS(=O)(=O)c2ccc(NC(=O)c3ccc(N4C(=O)c5ccccc5C4=O)cc3)cc2)c1C	/	/	/	3	/	19	-1

Grouped by structure: the compounds so far containing two or more sulfur atoms.
SMILES	esBAF inh	Cneo AK release	miR-122 sensor	ERp5 inh	C2C12 statin	ARNT-TACC3 inh	SIRT5 block
CCN(Cc1ccccc1)S(=O)(=O)c1ccc(S(=O)(=O)N2CCN(CCC#N)CC2)cc1	-45	2	-5	-1	-3	/	/
Cn1c(SCc2cccnc2)nc2c(c1=O)SCC2	/	/	/	6	/	0	2
O=C(Cn1nnc(-c2cccs2)n1)N1c2ccccc2Sc2ccc(C(F)(F)F)cc21	2	16	7	/	7	-5	/
Cc1cc(C)n2nc(SCc3nnc(-c4cccs4)o3)nc2n1	/	/	/	0	/	-1	-1

Continued.
SMILES	esBAF inh	Cneo AK release	miR-122 sensor	ERp5 inh	C2C12 statin	ARNT-TACC3 inh	SIRT5 block
CN(C)C(=O)c1ccc(-c2ccc([C@H]3[C@@H](C#N)N(C(=O)C4CCOCC4)[C@H]3CO)cc2)cc1	0	-1	/	4	1	-4	1
CC(C)(C)n1nnnc1C(c1cccnc1)N1CCN(c2cccc(C(F)(F)F)c2)CC1 (stereo unspecified)	-8	-1	-4	/	5	-4	/
Cc1ccccc1NC(=O)C1(NC(=O)c2cccc(N3C(=O)CSC3c3ccccc3)c2)CCCCC1 (stereo unspecified)	-5	-1	6	/	0	-1	/
Cc1cccc(CCN(CC(=O)NC2CCCCC2)C(=O)c2csnn2)c1	-7	/	/	3	9	-3	12
COc1ccc(Cl)cc1Nc1nc(C)nc2c1nnn2Cc1ccccc1	-5	-1	2	-7	-11	-4	-6
Cc1cc(F)ccc1C(O)c1ncc(-c2ccc(Oc3ccccc3)cc2)[nH]1 (stereo unspecified)	17	-1	-4	-5	10	/	4
COc1ccc(CNC(=O)CN2C(=O)NC3(CCCc4sccc43)C2=O)cc1 (stereo unspecified)	-7	1	-7	-1	13	-3	-4
CCOC(=O)C1CC2=C(CCCC2=O)NC1=O (stereo unspecified)	-2	3	/	1	-3	2	-4
COc1ccc(Cl)cc1NC(=O)CN(C)C(=O)c1cc2c(F)cccc2s1	-2	0	/	4	-1	/	2
CC(C)(C)SC(=O)CC1NS(=O)(=O)OCC1NC(=O)OCC(Cl)(Cl)Cl (stereo unspecified)	10	1	/	-3	1	-7	/
CC1(C)CC(=O)C(Sc2nnc(-c3ccc(NS(C)(=O)=O)cc3)n2Cc2ccco2)C(=O)C1	-2	-1	-5	/	3	13	/
CCC1C(=O)Nc2ccccc2N1C(=O)c1ccc(Cl)nc1 (stereo unspecified)	/	/	/	-3	/	-2	2
COc1ccc2sc(N(CCN(C)C)C(=O)/C=C/c3cccs3)nc2c1	/	/	/	-2	/	4	2
CO[C@@H]1CN(C)C(=O)c2cc(NC(=O)C3CCCCC3)ccc2OC[C@H](C)N(Cc2nccs2)C[C@@H]1C	14	-4	/	0	-5	4	3
C[C@@H]1CN([C@H](C)CO)C(=O)c2cc(NC(=O)Nc3ccccc3)ccc2O[C@@H](C)CCCCO[C@@H]1CN(C)S(=O)(=O)c1cccs1	2	0	4[16.7 µM]	4	/	3	7
CCOC(=O)c1c(C)noc1CP(=O)(c1ccccc1)c1ccccc1	-9	4	4	/	-3	-10	/
C[C@@H]1CCCCO[C@@H](CN(C)CC2CCCCC2)[C@@H](C)CN([C@H](C)CO)C(=O)c2cc(NC(=O)Nc3ccc(F)cc3)ccc2O1	1	5	8[16.7 µM]	10	/	16	9
Cc1ccc(S(=O)(=O)Nc2cc(-c3nn(C)c(=O)c4ccccc34)ccc2N2CCOCC2)cc1	-3	-1	-2	0	-69	3	-2
COc1ccc(S(=O)(=O)NCC2CCCN(C(=O)CC3CCCC3)C2)cc1 (stereo unspecified)	/	/	/	5	/	-2	-4
OC[C@H]1OC(O)[C@H](O)[C@@H]1O (stereo partly specified)	2	2	-6	0	6	-4	-8
Cc1ccc(N=Nc2c(O)ccc3n[nH]nc23)cc1	5	1	/	5	-9	-3	-2
Cc1ccc(N2C(=O)C(CN3CCOCC3)C2c2ccccc2)cc1 (stereo unspecified)	-6	0	31	0	0	-2	-3
Clc1ccc(OCCn2cnc(Cl)c2Cl)cc1	-6	-3	10	5	11	39	-1

With a hit mark in miR-122 sensor (from the list above):
canonical_smiles	esBAF inh	miR-122 sensor	ERp5 inh	ARNT-TACC3 inh	SIRT5 block
Cn1nc(CC(=O)N2CCN(c3ccccc3)CC2)c2ccccc2c1=O	16	344*	/	-1	/

Bioassay records from PubChem.
